# Assay outcomes as filed in PubChem BioAssay.
# Abeta yeast res: compounds reversing amyloid beta toxicity in yeast; yeast expressing A-beta42, growth rescue, OD600, 48 h; response scale: 0% DMSO, 100% iron-clioquinol control; Potency, µM (highest dose often 46.1 µM), without a hit: at the highest dose growth rescue, hits mostly activators; 410,000 tested, 0.063% active; also: potency is read from the fitted curve at half-maximal effect; nearly all actives have a fitted effect of over 55% in size
#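 Yeast A-beta toxicity model in growth medium with pinned compounds, 48 h at 30 C; growth read as absorbance at 600 nm. Normalized to FeCl3/clioquinol equimolar mix (positive) and DMSO (negative).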
# PTHR1 agonist: activates the human parathyroid hormone receptor PTHR1; 410,000 tested, 0.075% active; HEK293 GP2 PTHR1 cells, GloSensor cAMP luminescence, 1 h; AID 743266; Potency, µM (top dose mostly 115 µM), for the others: top-dose activation, hits mostly activators; Q03431; also: potency is read from the fitted curve at half-maximal effect; nearly all actives have a fitted effect of over 55% in size; some results filed as inactive show a strong effect at the top dose; inactives centre near -15; many of its hits are not listed in these tables
# Target sequence (Q03431 whole entry, looked up): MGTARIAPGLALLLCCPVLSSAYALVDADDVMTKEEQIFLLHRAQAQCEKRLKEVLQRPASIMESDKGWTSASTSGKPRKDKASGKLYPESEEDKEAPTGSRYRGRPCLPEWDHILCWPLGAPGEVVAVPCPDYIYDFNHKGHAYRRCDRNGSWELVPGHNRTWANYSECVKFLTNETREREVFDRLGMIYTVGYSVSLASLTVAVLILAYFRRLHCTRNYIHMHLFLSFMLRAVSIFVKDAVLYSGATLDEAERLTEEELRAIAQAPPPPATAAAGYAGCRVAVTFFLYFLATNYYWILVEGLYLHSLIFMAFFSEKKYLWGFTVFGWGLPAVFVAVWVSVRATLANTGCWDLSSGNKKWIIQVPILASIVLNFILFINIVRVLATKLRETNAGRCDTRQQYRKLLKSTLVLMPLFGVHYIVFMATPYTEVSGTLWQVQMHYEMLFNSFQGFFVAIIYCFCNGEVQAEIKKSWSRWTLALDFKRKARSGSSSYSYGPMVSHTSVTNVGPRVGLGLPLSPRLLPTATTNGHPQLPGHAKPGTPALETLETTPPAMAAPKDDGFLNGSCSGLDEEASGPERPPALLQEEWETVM
#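 HEK-293-derived GP2 cells expressing PTHR1 and a GloSensor cAMP reporter, 3,000/well, plated overnight, given luciferin plus IBMX (each 0.5 mM as added) for 1 h at 37 °C, then compound for 1 h at 37 °C. Luminescence was read after 15 min at room temperature.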
# GLP1R inv ag: inverse agonists of human GLP-1 receptor; Potency, µM (series often up to 38.3 µM), for the others: at the highest dose activity change, negative = inhibition, most hits filed as inhibitors; HEK293 GLP-1R CRE-luciferase, luminescence, 24 h; GLP-1R form is constitutively active; P43220; 410,000 tested, 1.6% active; also: potency is read from the fitted curve at half-maximal effect; % is scaled to controls: 0 for no effect and ±100 for the full control effect; nearly all actives have a fitted effect of over 55% in size
# Target sequence (P43220 whole entry, looked up): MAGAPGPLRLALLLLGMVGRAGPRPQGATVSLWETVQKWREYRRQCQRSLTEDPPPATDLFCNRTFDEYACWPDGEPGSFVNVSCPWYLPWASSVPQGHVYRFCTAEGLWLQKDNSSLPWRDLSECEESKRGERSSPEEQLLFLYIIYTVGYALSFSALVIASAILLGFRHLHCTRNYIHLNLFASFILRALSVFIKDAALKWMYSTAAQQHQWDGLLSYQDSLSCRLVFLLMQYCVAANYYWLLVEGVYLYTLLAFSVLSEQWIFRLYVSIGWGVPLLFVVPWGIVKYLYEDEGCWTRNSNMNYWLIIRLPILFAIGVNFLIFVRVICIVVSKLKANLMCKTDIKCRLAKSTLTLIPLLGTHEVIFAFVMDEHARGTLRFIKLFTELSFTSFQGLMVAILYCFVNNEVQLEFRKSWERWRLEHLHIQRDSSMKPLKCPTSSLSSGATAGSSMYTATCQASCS
#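 Constitutively active GLP-1R drives a cAMP-responsive luciferase in stably transfected HEK293 cells; test compounds are added after overnight (12 h) attachment and left 24 hr, and signal loss in luminescence marks inhibition.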
# aSyn yeast inh: rescues yeast growth from alpha-synuclein toxicity; 370,000 tested, 0.14% active; Yeast expressing alpha-synuclein, growth rescue, BacTiter-Glo, 24 h; Potency, µM (titrated, usually from 46.1 µM), inactives show at the top dose growth rescue (activation), hits mostly activators; also: potency is read from the fitted curve at half-maximal effect; % of control where 0% means no effect; nearly all actives have a fitted effect of over 65% in size
#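 Readout is rescue of growth in alpha-synuclein-expressing yeast, so inhibitors of toxicity appear as activators. Growth after 24 hr at 30 deg C in galactose medium is quantified by luminescence.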
# pAkt inh: blocks phosphorylation of Akt | Neuro2A IGF-stimulated pAkt S473 HTRF, 20 min; active compounds read low | 360,000 tested, 0.32% active | activity change, % for hits at 50 µM; in the data active = activity change below about -80%; inconclusive = mostly about -51% to -80%; also: % is scaled to controls: 0 for no effect and ±100 for the full control effect
#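 Neuro2A cells (4,500/well, DMEM with 0.5% FBS) were treated with compound at a single 50 µM final concentration, stimulated with 6 nM IGF for 20 min at 37 °C, and lysed. Phospho-Akt Ser473 was read by HTRF as 665/615 ratio ×10^4.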
# D3 antag: blocks the human D3 dopamine receptor | P35462 | D3R cells, DiscoveRx beta-arrestin luminescence, antagonist mode; active compounds read low | max response, negative = inhibition, % | 360,000 tested, 2.5% active | AID 652054; in the data active = max response below about -50%; inconclusive = no clear call, values can overlap the other calls; also: % is scaled to controls: 0 for no effect and ±100 for the full control effect; mostly tested at two doses, the higher about 12 µM
#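 Cells expressing the human receptor were seeded at 1500 cells/well, incubated overnight at 37 degrees C in 5% CO2, then exposed to library compounds with dopamine controls for 90 minutes at 37 degrees C before luminescent detection.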
# FUS yeast rescue: suppressors of FUS proteinopathy in yeast. S. cerevisiae FUS-expressing, growth rescue, OD600, 24 h. Potency, µM (highest dose often 76.6 µM), for the others: top-dose growth rescue (activation), actives largely listed as activators. 390,000 tested, 0.24% active. AID 1347120;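 also: potency is read from the fitted curve at half-maximal effect; plate controls were DMSO vehicle for no effect and reference control for full effect; nearly all actives have a fitted effect of over 55% in size; some results filed as inactive show a strong effect at the top dose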
#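 Quantitative HTS measuring growth restoration of FUS-toxic yeast. Galactose-induced cells (OD 0.005) were exposed 24hr at 30C to compounds at several concentrations, then absorbance at 600 nm was recorded.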
# TDP43 rescue: TDP-43 toxicity inhibition in yeast; TDP-43 expressing yeast growth rescue, BacTiter-Glo, 24 h; Potency, µM (highest dose often 46.1 µM), without a hit: at the top dose growth rescue (activation), hits mostly activators; 410,000 tested, 1.8% active; also: potency is read from the fitted curve at half-maximal effect; % of control where 0% means no effect; nearly all actives have a fitted effect of over 50% in size
#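 Growth rescue of TDP-43-toxic yeast measured as ATP luminescence (BacTiter-Glo). Cells grown to mid-log in raffinose, induced in galactose at OD600=0.02, exposed to compound 24 hr at 30 deg C.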
# GLP1R ag: GLP-1 receptor (human) agonism; HEK293 GLP-1R CRE-luciferase, luminescence, 4-6 h; cells express a hypersensitive GLP-1R form; Potency, µM (doses to about 45.6 µM), without a hit: at the top dose activation, hits mostly activators; 380,000 tested, 0.007% active; also: potency is read from the fitted curve at half-maximal effect; % of control where 0% means no effect
# The depositor's hits bear a star; i = inactive; ? = inconclusive; . = not tested or not shown; & = joins results of further samples; [ ] = dose if it differs, or a comment. Unless noted, calls follow the shape of the dose curve; as a rule, active = well fitted curve in the direction sought with a large enough effect; inconclusive = small, poorly fitted or top-dose-only effect, or another doubt; inactive = no such curve, though single readings can be large; an effect the other way counts as inactive or inconclusive.
SMILES,Abeta yeast res,PTHR1 agonist,GLP1R inv ag,aSyn yeast inh,pAkt inh,D3 antag,FUS yeast rescue,TDP43 rescue,GLP1R ag
CC1NC(=O)NC(=O)C1Br (centres undefined),-3%,-2%,5%,-1%,i,20,.,-2%,2%
CCN(CC)c1ccc(N=Cc2c(O)n(Cc3ccccc3)c(=O)[nH]c2=O)cc1,-17%&0%,-5%,1%&-10%,-8%&-3%,i,-13&-2,43%&0%,-13%&11%,-1%&-2%
CCCCn1c(O)c(/C=N/N2CCCCC2c2cccnc2)c(=O)[nH]c1=S (centres undefined),-3%,-12%,4%,-21%,i,-23,17%,-20%[0.397 µM],12%
CNC(C(=O)c1ccccc1)C(OC(C)=O)c1cccc([N+](=O)[O-])c1 (centres undefined),-2%,-45%[inhibitor],6%,-13%,i,-18,33%,18%,1%
CCCCn1c(O)c(C(C)=Nc2ccc3c(c2)CCC3)c(=O)[nH]c1=O,5%,-24%,-7%,0%,i,14,-4%,0%,1%
Cc1c(C=C2C(=O)NC(=O)NC2=O)c(=O)n(-c2ccccc2)n1C,2%,-6%,0%,-1%,i,12,3%,22%[9.22 µM],-1%
COC(=O)C[C@H]1CC[C@H]2NC[C@@H](O)COC[C@@H]2O1,-10%,-18%,4%,1%,i,0,-3%,9%,.
CC(=O)[C@@]1(O)CC[C@H]2[C@@H]3CCC4=CC(=O)CC[C@]4(C)[C@H]3CC[C@@]21C,-20%,i,3%,-2%&-12%,i,31,-27%,?,5%&-1%
O=P(O)(O)/C=C(\Cl)c1ccccc1,2%,-8%,2%,0%,i,5,22%,-2%,1%
COc1c(C)cc(Br)cc1C(=O)Nc1ccc(-c2nc3ncccc3o2)cc1,10%,-76%[inhibitor],14%,.,.,.,-7%,?,.

# Part of the list above in order of number of heavy atoms, low to high.
SMILES,Abeta yeast res,PTHR1 agonist,GLP1R inv ag,aSyn yeast inh,pAkt inh,D3 antag,FUS yeast rescue,TDP43 rescue,GLP1R ag
O=P(O)(O)/C=C(\Cl)c1ccccc1,2%,-8%,2%,0%,i,5,22%,-2%,1%
CC(=O)[C@@]1(O)CC[C@H]2[C@@H]3CCC4=CC(=O)CC[C@]4(C)[C@H]3CC[C@@]21C,-20%,i,3%,-2%&-12%,i,31,-27%,?,5%&-1%
CNC(C(=O)c1ccccc1)C(OC(C)=O)c1cccc([N+](=O)[O-])c1 (centres undefined),-2%,-45%[inhibitor],6%,-13%,i,-18,33%,18%,1%
COc1c(C)cc(Br)cc1C(=O)Nc1ccc(-c2nc3ncccc3o2)cc1,10%,-76%[inhibitor],14%,.,.,.,-7%,?,.
CCN(CC)c1ccc(N=Cc2c(O)n(Cc3ccccc3)c(=O)[nH]c2=O)cc1,-17%&0%,-5%,1%&-10%,-8%&-3%,i,-13&-2,43%&0%,-13%&11%,-1%&-2%

# The list goes on.
SMILES,Abeta yeast res,PTHR1 agonist,GLP1R inv ag,aSyn yeast inh,pAkt inh,D3 antag,FUS yeast rescue,TDP43 rescue,GLP1R ag
O=C(c1cc2ccccc2oc1=O)N1CCC2(CC1)OCCO2,25%,-9%,3%,-1%,i,-16,.,-8%,0%
O=C(OC1CCN(CCCl)CC1)C(c1ccccc1)c1ccccc1,-5%,-26%,-9%,3%,i,-95*,-28%,27%,23%
CCNC(=O)O/N=C(\C)c1sc(-c2ccc(Cl)cc2)nc1C,0%,-17%,?,-27%,i,12,24%,?,-5%
NC1CCCCC1N=Cc1c(O)n(Cc2ccc(F)cc2)c(=O)[nH]c1=O (centres undefined),1%,-2%[57.5 µM],-13%,3%,i,11,32%,6%,-6%
CC(Cc1ccccc1)[n+]1cc(/N=C(\N)[O-])on1 (centres undefined),-1%,-14%[57.5 µM],-25%,1%,i,6,-21%,6%,9%
Cc1ccc(-c2nc3ccccc3c(=O)n2-c2cc(C)ccn2)cc1,-29%,i,-4%,-2%,i,1,9%,-14%,3%
COC(=O)C1=C(c2ccc(OC)c(OC)c2)C[C@@H]2CC[C@H]1N2C(=O)NC1CC1,-8%,-29%,1%,-3%,i,32,-34%,0%,-6%
CCSc1nnc([C@@H](N)Cc2c[nH]c3ccccc23)o1,26%,i,42%[activator],-2%,i,22,8%,7%,-4%
C[C@]12CCC3C(CC[C@H]4C[C@@H](O)CC[C@]34C)C1CC[C@@H]2N (some centres undefined),-17%,i,?,3%,i,12,5%,-24%,0%
O=C(Nc1ccc2nc(SCC(=O)N3CCCc4ccccc43)sc2c1)c1cccc(F)c1,7%,i,?,.,.,.,?,7%,.
Cc1ccc(C(=O)N2CC2C)cc1 (centres undefined),-3%,i,4%,-1%,i,-18,3%,-8%,-5%
N#Cc1ccc(OCC(=O)N2CCN(Cc3ccc4c(c3)OCO4)CC2)cc1,-9%,i,13%[0.307 µM],0%,i,12,7%,1%,-3%
Cc1cccc(-n2c(O)c(/C=C/C=Nc3ccccc3)c(=O)[nH]c2=O)c1,0%,i,19%,-2%,i,-24,.,2%,5%
Cc1ccc(S(=O)(=O)N2CCCC(C(=O)N3CCC4(CC3)OCCO4)C2)cc1 (centres undefined),0%,i,3%,-4%,i,24,0%,-23%,-15%
C[N+]1(C)[C@@H]2CC[C@H]1CC(OC(=O)C(CO)c1ccccc1)C2 (some centres undefined),-7%,-23%,-3%,1%,i,0,-38%,7%,-3%
CCC(C)N1CCN(C(=O)Cc2ccccc2)CC1 (centres undefined),-10%,i,-9%,-19%,i,-65*,19%,-14%,-8%
O=Cc1cn(Cc2ccccc2F)c2ccccc12,7%,-19%,?,-1%,i,0,5%,-18%,9%
CCC1(Oc2ccccc2)C(=O)NC(=O)NC1=O,-8%,i,5%,-2%,i,-8,-9%,-11%,13%
CCN(CC)C(=O)Oc1ccc(Br)cc1C(=O)Nc1ccc(F)c(Cl)c1,8%,-12%,?,9%,i,-6,-27%,17%,7%
COc1ccc(CCn2c(O)c(C=Nc3ccccc3F)c(=O)[nH]c2=O)cc1OC,5%,-17%,12%,-1%,i,30,14%,-13%[1.82 µM],4%
COc1ccc2c(c1)[C@]13CCCCC1C(C2)N(C)CC3 (some centres undefined),2%,-5%,.,.,.,.,-14%,.,0%
O=C(COc1ccc(Br)cc1)N1CCN(Cc2c[nH]c3ccccc23)CC1,-10%,-95%,?,0%,i,-6,.,-16%,8%
COc1cccc(CNC2CN3CCC2CC3)c1OC (centres undefined),-3%,-3%,-14%,0%,i,-30,-26%,-15%,-1%
Cc1ccc(C(=O)Nc2ccncc2)cc1S(=O)(=O)N1CCCCC1,-2%,-53%[inhibitor],-26%,-4%,i,-21,-10%,2%,14%
CCOC(=O)C(C)(CC)NC(=O)CSP(=S)(OCC)OCC (centres undefined),22%,i,?,-2%,i,18,-7%,-2%,6%
Cn1c(=O)cc(OCC(=O)N2CCN(Cc3ccc4c(c3)OCO4)CC2)c2ccccc21,-18%,i,25%,-1%,i,26,4%,-15%,21%
CNC(C(=O)c1ccccc1)C(OC)c1ccc(C)cc1 (centres undefined),-9%,-24%,13%,0%,i,1,-12%,-1%,3%
CNCCc1c(C)n[nH]c1C,15%,-15%[57.5 µM],4%,1%,i,-1,-4%,11%,-1%
C=CCN1Cc2ccccc2-n2nncc2C1,-11%,-4%,18%,-8%,i,43,-10%,24%,13%
O=C(O)c1nn(Cc2ccc(Cl)cc2)c2ccccc12,-7%,i,-16%,9%,i,1,-22%,0%,0%
CC(C)=CCN1CC[C@@]2(C)c3cc(O)ccc3C[C@@H]1C2C (some centres undefined),-20%,i,-17%,-7%,i,-58*,-30%,12%,1%
Nc1ccc(Oc2cccc(Oc3ccc(N)cc3)c2)cc1,?,-15%,?,17%,i,5,9%,-1%,13%
COc1ccc2c(c1)C13CCN(C)C(C2)C1CCC1(C3)OCCO1 (centres undefined),-9%,i,-1%,-12%,i,-6,.,-2%,-5%
COc1ccc(C(CC(=O)c2ccc3c(c2)OCO3)c2c(O)c3ccccc3oc2=O)cc1OC (centres undefined),-7%,-10%,14%,-2%,i,-28,?,3%,-1%
Cc1ccc(CN2Cc3ccc(Br)cc3-n3nncc3C2)cc1,10%,-22%,-10%,5%,i,-55*,-20%,?,12%
Cc1cc(Cc2c(O)[nH]c(=S)[nH]c2=O)ccc1OC(C)C,-10%,i,8%,-4%,i,-18,-14%,4%,3%
COc1ccc(-n2nc(C(=O)NCC(=O)N3CCC4(CC3)OCCO4)c3ccccc3c2=O)cc1OC,14%,-59%[inhibitor],15%,0%,i,-6,8%,-11%,8%
NC(=O)Cn1cc(C=C2C(=O)NC(=O)NC2=O)c2ccccc21,-2%,i,9%,8%,i,9,14%,5%,7%
COc1cc2c(cc1OC)C13CCN4CC5CCOC6CC(=O)N2C1C6C5CC43 (centres undefined),5%,i,-10%,-1%,i,9,16%,-6%,12%
Cn1c(O)c(C=Nc2ccccc2Sc2ccccc2)c(=O)n(C)c1=O,-12%,i,7%,-28%,i,12,.,0%,1%
O=C(Cc1ccccc1)Oc1ccc([N+](=O)[O-])cc1,-3%,-22%,18%,-2%,i,15,17%,-17%,3%
CC(=O)O[C@H]1CC[C@@]2(C)C(=CC(=O)C3C2CC[C@@]2(C)C3C[C@H](OC(C)=O)[C@@H]2OC(C)=O)C1 (some centres undefined),8%,i,8%,5%,i,12,15%,-4%,11%
CCOC(=O)C1C2NC(=O)N(Cc3ccccc3)C1(C)Oc1c(OC)cccc12 (centres undefined),5%,-36%[inhibitor][57.5 µM],7%,-4%,i,7,11%,-22%,2%
CCC(C)OC(=O)c1c(N)n(Cc2cccs2)c2nc3ccccc3nc12 (centres undefined),-1%,i,?,-3%,i,-12,12%,10%,0%
CC(C)c1ccc(-n2c(O)c(C=NC(CCS(C)=O)C(=O)O)c(=O)[nH]c2=S)cc1 (centres undefined),15%,-16%,0%,0%,i,-3,16%,5%,-2%

# An excerpt; count on the stated rates, not on these rows.
